# TSHR antag – antagonists of human thyroid stimulating hormone receptor | TSHR-expressing cells, TSH-stimulated cAMP HTRF, 2 h; stronger effect = lower value | activity change, negative = inhibition, % at 11.5 µM | 330,000 tested, 0.2% active;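 active = activity change below a set negative limit, meaning inhibition stronger than a set level, cut at about -70% in these data; inconclusive = activity change between two set negative limits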; also: % is scaled to controls: 0 for no effect and ±100 for the full control effect
# Target sequence (P16473 whole entry, looked up): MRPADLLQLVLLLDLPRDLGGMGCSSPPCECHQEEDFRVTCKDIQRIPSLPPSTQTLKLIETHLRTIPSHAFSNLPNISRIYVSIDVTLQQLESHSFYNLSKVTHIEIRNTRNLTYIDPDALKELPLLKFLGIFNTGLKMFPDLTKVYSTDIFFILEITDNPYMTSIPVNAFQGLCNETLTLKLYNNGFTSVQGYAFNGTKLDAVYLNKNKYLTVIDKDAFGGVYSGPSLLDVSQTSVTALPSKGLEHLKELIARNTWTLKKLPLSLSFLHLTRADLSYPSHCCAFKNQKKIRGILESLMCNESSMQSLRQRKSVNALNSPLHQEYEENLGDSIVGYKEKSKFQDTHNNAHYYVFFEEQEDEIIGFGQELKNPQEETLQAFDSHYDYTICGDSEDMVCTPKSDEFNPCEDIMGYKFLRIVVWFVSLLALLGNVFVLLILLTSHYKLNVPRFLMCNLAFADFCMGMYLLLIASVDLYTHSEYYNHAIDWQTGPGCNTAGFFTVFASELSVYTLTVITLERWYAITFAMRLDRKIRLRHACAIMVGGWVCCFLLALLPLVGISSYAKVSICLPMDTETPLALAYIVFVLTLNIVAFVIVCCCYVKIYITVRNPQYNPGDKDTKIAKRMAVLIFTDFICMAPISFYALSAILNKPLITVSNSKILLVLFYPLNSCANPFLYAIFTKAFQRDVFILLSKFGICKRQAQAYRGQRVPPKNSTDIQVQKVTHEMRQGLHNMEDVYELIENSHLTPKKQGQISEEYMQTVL
#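 Freshly harvested TSHR cells receive pin-tooled compound, then EC80 TSH at 4nM final. After 2 hours at 37 deg C, antibody in lysis buffer and cAMP-d2 are added; 30 minutes at ambient temperature precede the HTRF read.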
# hERG WT inh – inhibitors of human wildtype KCNH2 potassium channel | Q12809 | U2OS, BacMam KCNH2, thallium flux FluxOr; stronger effect = lower value | activity change, % at 1.84 µM | 340,000 tested, 0.37% active | AID 720551;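 active = maximum activity change below -70%; inconclusive = maximum activity change between -70% and -50%; inactive = maximum activity change above -50%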; also: % is scaled to controls: 0 for no effect and ±100 for the full control effect
#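 U2OS cells transduced with wild-type KCNH2 virus are loaded with FluxOr dye for 45 min, and thallium flux is measured in kinetic reads before and after stimulation buffer. Rate constants are normalized to DMSO controls.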
# ELG1 repair inh – inhibitors of ELG1-dependent DNA repair in HEK293T cells | HEK293T ELG1-luciferase reporter, luminescence, 16 h; DNA damage induced by 5-fluorouridine | Potency, µM (doses to about 46.1 µM), without a hit: at the top dose activity change, negative = inhibition, most hits filed as inhibitors | 330,000 tested, 2.3% active; also: potency is read from the fitted curve at half-maximal effect; % is scaled to controls: 0 for no effect and ±100 for the full control effect; nearly all actives have a fitted effect of over 55% in size
#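 Cells (2,000 per well) received 5-fluorouridine plus test compound or DMSO and were incubated 16 hr at 37 °C, 5% CO2. Luciferase activity was read by luminescence 30 min after ONE-Glo addition; signal suppression marked inhibition of damage-induced ELG1 function.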
# AT treatment – candidate therapy for ataxia-telangiectasia. 320,000 tested, 0.19% active. Potency, µM (titrated, usually from 57.5 µM), for the others: top-dose activation, actives largely listed as activators. […] A-T fibroblasts, KAP-1 phosphorylation AlphaLISA; neocarzinostatin DNA damage 30 min before lysis; also: potency is read from the fitted curve at half-maximal effect; % of control where 0% means no effect; nearly all actives have a fitted effect of over 45% in size
#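 hTERT-immortalized A-T patient fibroblasts ([…]), 500 cells/well in OPTI-MEM, 1% FBS, got compounds for 60 min, then NCS for 30 min at 37C. Lysates were then assayed for phospho-KAP-1 by AlphaLISA (anti-pKAP1 donor, anti-KAP1 acceptor beads), 6 hr at 25C.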
# Eya2 phos inh – Eya2 (human) phosphatase inhibition | recombinant Eya2, OMFP fluorescence dephosphorylation (OMFP is methylfluorescein phosphate) | Potency, µM (highest dose often 76.9 µM), for the others: at the highest dose activity, negative = inhibition, most hits filed as inhibitors | 330,000 tested, 0.006% active | AID 488837; also: potency is read from the fitted curve at half-maximal effect; % is scaled to controls: 0 for no effect and ±100 for the full control effect
#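 Eya2 protein (added as 0.2 uM solution) was preincubated with compound for 10 min at ambient temperature in 50 mM HEPES pH 7.5, 50 mM NaCl, 5 uM MgCl2, 0.05% BSA, 1 mM DTT. OMFP (added at 50 uM) then reacted 10 min; fluorescence read at 485/525 nm.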
# TCR activator – T cell receptor activation; Potency, µM (top dose mostly 9.22 µM), for the others: at the top dose activation of IL-2 secretion, usual class: activators; 330,000 tested, under 10 active; primary human leukocytes, anti-CD3, IL-2 HTRF, 48 h; also: % of control where 0% means no effect
#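 1) Mix primary human leukocytes, a-CD3 beads and compound. 2) Incubate 48 hr. 3) Add HTRF IL-2 reagents (a-IL-2-K, a-IL-2-d2).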
# KCNH2 3.1 inh – inhibitors of human KCNH2 3.1 potassium channel isoform; 340,000 tested, 0.95% active; activity change, % (tested at about 1.8 µM); U2OS KCNH2 3.1, thallium flux FluxOr; stronger effect = lower value;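 active = maximum activity change below -70%; inconclusive = maximum activity change from -70% to -50%; inactive = maximum activity change above -50%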;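 also: thallium influx rate constant from kinetic fluorescence after stimulation buffer; % is scaled to controls: 0 for no effect and ±100 for the full control effect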
#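 Steps: virus added to U2OS suspension (4 h, RT, dark); medium with 10% FBS added, cells plated, 37 C overnight; FluxOr/Red40 loading buffer 45 min RT; stimulation buffer, 2 min kinetic read; rate constant normalized.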
# TRPV1 agonist – activates the human vanilloid receptor TRPV1; AID 540275; Q8NER1; activation, % at 8.33 µM; TRPV1-expressing cells, Fluo-8 calcium influx, agonist mode; 320,000 tested, 0.19% active; in the data active = activation above about 80%; inconclusive = between about 30% and that limit; also: 0% is about no effect
#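 Cells expressing TRPV1 were dye-loaded with Fluo-8 and read kinetically: 10 s baseline, 3 min after compound (agonist portion), then 2 min after EC20 capsaicin (allosteric enhancer portion). Calcium-bound dye fluorescence at 480/520 nm.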
# USP2a inh – USP2a (human) protease inhibition. O75604. USP2 core, Ub-CHOP2 coupled fluorogenic reporter, 485/531. Potency, µM (titrated, usually from 38.3 µM), without a hit: at the top dose activity change, negative = inhibition, usual class: inhibitors. 330,000 tested, 0.01% active. AID 463254;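 also: potency is read from the fitted curve at half-maximal effect; plate controls were DMSO wells for no effect and full inhibition by NEM control for full effect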
#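 USP2 core (10nM final) preincubated 30min RT with compound in 20mM Tris-HCl pH 8.0, 2mM CaCl2, 2mM beta-mercaptoethanol, 0.05% CHAPS; 25nM Ub-CHOP2 plus 25nM reporter substrate added, fluorescence (Ex485/Em531) read after 60min.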
# Mito fusion act – inhibitors of mitochondrial division or activators of mitochondrial fusion. 320,000 tested, 0.23% active. S. cerevisiae fusion-defective mutant growth rescue, CellTiterGlo 48 h. AID 485298. Potency, µM (series often up to 46.1 µM), without a hit: at the top dose growth rescue (activation), hits mostly activators;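 also: potency is read from the fitted curve at half-maximal effect; % of control where 0% means no effect; nearly all actives have a fitted effect of over 45% in size; temperature-sensitive fusion mutants such as fzo1-1 at 37 °C on non-fermentable ethanol glycerol medium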
#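 Compounds are tested for their ability to restore growth of mitochondrial fusion-defective yeast strains at non-permissive 37C in YPEG medium over 48 hours. Viability is quantified by luciferase luminescence.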
# Starred values were filed as active, the others as inactive; ? = inconclusive; · = not tested or not shown; [ ] = another dose, or the depositor's remark. Unless noted, calls follow the shape of the dose curve; as a rule, active = well fitted curve in the direction sought with a large enough effect; inconclusive = small, poorly fitted or top-dose-only effect, or another doubt; inactive = no such curve, though single readings can be large; an effect the other way counts as inactive or inconclusive. A portion of the library, so the mix of outcomes need not match the whole.
(1) Cc1cnccc1CNC(=O)C1CCC(=O)N(Cc2ccc(Cl)cc2)C1 (configuration not stated)
(2) O=C(c1ccc(F)cc1)N1CCC(c2ccccc2)C1 (configuration not stated)
(3) CCOc1ccc(OCc2ccc(C(=O)NC(C)(C)C)o2)cc1
(4) Cc1nn(CC(=O)Nc2ccc(Br)cc2F)c(=O)c2cccn12
(5) COc1cc(/C=N/NC(=O)c2ccncc2)ccc1OCC(=O)Nc1ccccc1
(6) CC(=O)c1cc2c(cc1NC(=O)CCC1CCCC1)OCO2
(7) Cn1c(=O)n(CCOc2ccc(Cl)cc2Cl)c2ccccc21
(8) O=C1CNC(=O)N1c1ccc(Cl)cc1

Screen / compound no.,1,2,3,4,5,6,7,8
TSHR antag,10,-2,-1,-10,5,5,-5,0
hERG WT inh,-2,7,11,11,-8,·,2,1
ELG1 repair inh,13%,?,?,10%,?,23%,?,-1%
AT treatment,6%,?,-23%,7%,-4%,10%,-2%,9%
Eya2 phos inh,0%,6%,17%,6%,-4%,-11%,-17%,-10%
TCR activator,12%,-1%,·,10%,-2%,-20%[46.1 µM],-2%,1%
KCNH2 3.1 inh,-2,2,4,20,-29,·,-16,-4
TRPV1 agonist,-1,6,2,2,1,0,0,-1
USP2a inh,2%,1%,0%,22%,3%,-1%,3%,4%
Mito fusion act,-10%,-3%,2%,-1%,3%,9%,0%,3%

# Overlap with the part before: 4 entries, then new ones.
(5) COc1cc(/C=N/NC(=O)c2ccncc2)ccc1OCC(=O)Nc1ccccc1
(6) CC(=O)c1cc2c(cc1NC(=O)CCC1CCCC1)OCO2
(7) Cn1c(=O)n(CCOc2ccc(Cl)cc2Cl)c2ccccc21
(8) O=C1CNC(=O)N1c1ccc(Cl)cc1
(9) O=C(Cn1cncn1)NCc1cccc2ccccc12
(10) CC(C)(C)OC(=O)N[C@@H](C(=O)OC(C)(C)C)c1ccc(C(F)(F)F)cc1
(11) O=C(NNC(=O)c1ccncc1)Nc1cccc(C(F)(F)F)c1
(12) CCOc1cc2[nH]c(=S)n(Cc3ccc(C(=O)NCCCN4CCOCC4)cc3)c(=O)c2cc1OCC
(13) O=C(CN1C(=O)c2ccccc2S1(=O)=O)NCCc1ccc(F)cc1
(14) O=C(CSc1ncn[nH]1)NC1CCCc2ccccc21 (configuration not stated)
(15) CC(=O)c1c(C)n(CCO)c2ccc(O)cc12
(16) Cc1cccc(N(CC(=O)NC2CCCCC2)C(=O)Cn2nnc(-c3ccc(C)o3)n2)c1

Screen / compound no.,5,6,7,8,9,10,11,12,13,14,15,16
TSHR antag,5,5,-5,0,13,-26,17,-5,·,15,6,11
hERG WT inh,-8,·,2,1,7,1,9,-8,38,1,4,4
ELG1 repair inh,?,23%,?,-1%,0%,25%,6%,17%,0%,-3%,-17%,?
AT treatment,-4%,10%,-2%,9%,1%,4%,5%,8%,9%,3%,-2%,9%
Eya2 phos inh,-4%,-11%,-17%,-10%,-7%,-2%,-11%,0%,3%,1%,6%,-3%
TCR activator,-2%,-20%[46.1 µM],-2%,1%,3%,0%,-1%,2%,-4%,-3%,0%,-1%
KCNH2 3.1 inh,-29,·,-16,-4,2,-2,9,10,-3,-2,-22,-1
TRPV1 agonist,1,0,0,-1,·,?,-1,0,·,4,-1,4
USP2a inh,3%,-1%,3%,4%,0%,2%,0%,3%,5%,0%,4%,3%
Mito fusion act,3%,9%,0%,3%,-2%,-4%,3%,3%,·,-5%,-1%,-1%

(17) CCOCCn1c(CN2CCN(CCO)CC2)nc2c1c(=O)n(C)c(=O)n2C
(18) CCCCNC(=O)c1onc(CSc2ccncc2)c1C(=O)NCCCC
(19) CC(C)c1nc(Cl)c(C#N)c2c1COC(C)(C)C2
(20) C/C(=N\NC(=O)COc1ccccc1-c1ccccc1)c1ccc(O)cc1O
(21) COc1cccc(NC(=O)c2cc3ccccc3oc2=O)c1
(22) CCCN(CCC)C(=O)Nc1ccc(F)cc1F
(23) Cc1cc2ccccc2n1CCNC(=O)C(C)Oc1ccccc1 (configuration not stated)
(24) CC(=O)c1sc(Nc2nc(C)cc(C)n2)nc1C

Screen / compound no.,17,18,19,20,21,22,23,24
TSHR antag,-1,-9,-6,-4,6,-2,44,·
hERG WT inh,-3,0,-9,6,-76*,11,-3,3
ELG1 repair inh,12%,13%,-1%,23µM*,?,-9%,?,-12%
AT treatment,-2%,16%,6%,4%,15%,-8%,19%,·
Eya2 phos inh,8%,-1%,-2%,-10%,2%,10%,-3%,2%
TCR activator,13%,-7%,6%,3%,·,5%,-194%,-20%
KCNH2 3.1 inh,-20,8,9,3,-12,5,10,7
TRPV1 agonist,-2,?,9,13,0,8,-3,1
USP2a inh,2%,8%,2%,-1%,0%,1%,1%,-2%
Mito fusion act,0%,6%,-1%,7%,1%,-3%,8%,-5%

(25) O=C(NC(=S)NC1C2CC3CC(C2)CC1C3)c1ccccc1 (configuration not stated)
(26) CC(c1ccccc1)N1C(=O)/C(=C/c2ccncc2)SC1=S (configuration not stated)
(27) O=C1c2cccc3c(Nc4ccccc4Cl)c([N+](=O)[O-])cc(c23)C(=O)N1CCO
(28) CCC(=O)Nc1ccc(C(=O)N/N=C/c2c(C)[nH]c3ccccc23)cc1
(29) O=C(CCSc1ccccc1)N1CCN(c2ccccc2F)CC1
(30) CCOc1ccc(N=C(NC#N)SCC)cc1
(31) Clc1ncccc1-c1nnn(-c2ccccc2)n1
(32) COc1ccccc1NC(=O)Oc1ccc(C(C)=O)cc1

Screen / compound no.,25,26,27,28,29,30,31,32
TSHR antag,-11,-17,-18,0,8,4,10,6
hERG WT inh,14,-38,7,19,7,-12,·,10
ELG1 repair inh,13%,?,-18%,0%,?,22%,?,21%
AT treatment,14%,-4%,-9%,-1%,7%,-2%,-2%,8%
Eya2 phos inh,3%,3%,-8%,-3%,-7%,-1%,15%,9%
TCR activator,-15%,-5%,5%,6%,·,2%[46.1 µM],4%,4%
KCNH2 3.1 inh,8,18,1,-23,5,-19,·,0
TRPV1 agonist,?,24,-13,8,?,1,9,3
USP2a inh,0%,-1%,-8%,4%,2%,2%,9%,0%
Mito fusion act,-6%,-5%,5%,-1%,?,0%,-6%,-2%

# 2 compounds from above, limited to AT treatment, ELG1 repair inh and TSHR antag.
No.	canonical_smiles	AT treatment	ELG1 repair inh	TSHR antag
28	CCC(=O)Nc1ccc(C(=O)N/N=C/c2c(C)[nH]c3ccccc23)cc1	-1%	0%	0
29	O=C(CCSc1ccccc1)N1CCN(c2ccccc2F)CC1	7%	?	8

# Next section.
(33) COc1cccc(OCC(=O)NNC(=O)C(=O)N2CCCC2)c1
(34) O=C1OC2(O)C3C4C=CC(C4)C3C(=O)N2c2ccccc21 (configuration not stated)
(35) Cc1cc(NC(=O)c2ccc(F)cc2F)n(-c2nc3ccccc3[nH]2)n1
(36) O=C1c2ccccc2-c2cccnc21
(37) Clc1ccccc1CNc1nc2ccccc2n2cnnc12
(38) O=C(O)C1CCCCC1C(=O)NCc1ccncc1 (configuration not stated)
(39) CCN(CC(=O)Nc1ccc(NC(C)=O)cc1)C(=O)c1cccc(Oc2ccccc2)c1
(40) Cc1cc(-c2ccccc2)c2c3c(cn2n1)c(=O)n(C)c(=O)n3C

Screen / compound no.,33,34,35,36,37,38,39,40
TSHR antag,1,2,2,-2,-2,4,15,-10
hERG WT inh,-3,-13,3,3,2,-2,-7,-2
ELG1 repair inh,5%,-5%,27%,5%,4%,3%,5%,-2%
AT treatment,5%,-6%,0%,-16%,3%,-9%,-2%,-2%
Eya2 phos inh,-9%,15%,1%,-12%,-1%,7%,-3%,7%
TCR activator,1%[46.1 µM],0%,·,-9%,0%,-4%[46.1 µM],3%,·
KCNH2 3.1 inh,10,22,-7,15,7,0,3,15
TRPV1 agonist,-4,-1,7,-3,11,0,5,5
USP2a inh,-4%,-2%,-1%,4%,2%,2%,-1%,-1%
Mito fusion act,0%,-6%,0%,-5%,1%,-8%,-2%,14%

(41) O=C(Nc1ccc(NC(=O)C23CC4CC(CC(C4)C2)C3)cc1)c1cc(F)c(F)cc1Cl
(42) CC(C)Oc1ccc(C(CC(=O)O)NC(=O)c2cccs2)cc1 (configuration not stated)
(43) COc1ccc(OC)c(CN2CCN(C(=O)CNC(=O)c3cc(C)cc(C)c3)CC2)c1
(44) COc1cccc2cc(-c3ccnc(N)n3)oc12

Screen / compound no.,41,42,43,44
TSHR antag,3,8,2,6
hERG WT inh,-2,2,-138*,-2
ELG1 repair inh,9%,5%,-19%,?
AT treatment,0%,-3%,-6%,1%
Eya2 phos inh,1%,8%,2%,2%
TCR activator,-1%[46.1 µM],1%,-3%,·
KCNH2 3.1 inh,20,-5,-7,4
TRPV1 agonist,7,-1,-1,9
USP2a inh,5%,1%,-3%,1%
Mito fusion act,-2%,1%,8%,8%

# Assay outcomes deposited in PubChem BioAssay by National Center for Advancing Translational Sciences (NCATS).
